# Screens from PubChem.
# MEP2 TOR yeast: yeast TOR pathway MEP2-GFP modulation; GFP response vs DMSO, % at 10 µM; actives 0.51% (n = 330,000); S. cerevisiae MEP2-GFP strain, flow cytometry GFP, 3 h; 100% = DMSO control level; AID 2016;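 active = GFP response versus DMSO above a set limit, roughly screen mean plus 3 SD, cut at about 180% in these data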;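 also: median GFP fluorescence of the barcode-gated MEP2-GFP cells per well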
# proCasp3 act: activators of human procaspase-3; P42574; recombinant procaspase-3 D3A, Ac-DEVD-pNA absorbance 405 nm; activation, % at 8.5 µM; actives 0.11% (n = 330,000);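 active = activation above the mean of all tested compounds plus 3 SD, cut at about 21% in these data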;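 also: 0% = DMSO alone and 100% = DMSO wells spiked with extra 5 µM PC-3 D3A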
#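 Assay system: Procaspase-3 D3A mutant, all three cleavage aspartates alanine. Buffer or medium: Zinc-free HEPES saline buffer with Triton X-100. Times: 1 h compound preincubation, 2 h substrate hydrolysis at 25 °C. Measured by: 405 nm absorbance of p-nitroaniline, reads at 0 and 120 min. Read-out basis: percent activation relative to control range. Replicates: singlicate.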
# RPL19A-GFP yeast: alters RPL19A-GFP fluorescence in TOR pathway yeast screen. S. cerevisiae RPL19A-GFP strain, flow cytometry, 3 h; hits give low values. percent response vs DMSO, % at 10 µM. AID 2025. actives 0.3% (n = 330,000);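 active = percent response vs DMSO below 50%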;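 also: median channel GFP fluorescence of the barcoded RPL19A-GFP strain; ratio of sample median GFP to plate DMSO average so 100% = DMSO; lower means less RPL19A-GFP as with rapamycin TOR inhibition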
# procasp7 counter: activates human procaspase-7, counter-screen for procaspase-3 activators; P55210; recombinant procaspase-7, Ac-DEVD-pNA absorbance 405 nm; D23A/D198A/D206A triple mutant, cannot self-cleave; scale: DMSO 0, 5 µM enzyme 100; activation, % at 8.5 µM; actives 0.093% (n = 330,000); AID 463210;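 active = percent activation above the screen-wide mean plus 3 SD, cut at about 25% in these data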
#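 Replicates: singlicate. Assay system: Procaspase-7 triple mutant (PC-7 D3A). Signal: 405 nm absorbance of p-nitroaniline. Times: 1 h preincubation, 2 h reaction. Buffer or medium: Zinc-free HEPES pH 7.4 with 300 mM NaCl, 0.01% Triton X-100. Also added: DEVD-pNA substrate. Benchmarks: DMSO wells as 0%, DMSO with 5 µM added PC-7 as 100%.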
# AHR activator: activates the human aryl hydrocarbon receptor. actives 2.5% (n = 320,000). AHR-responsive luciferase reporter cells, luminescence. P35869. activation, % at 5 µM; in the data active = activation above about 47%;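 also: 0% = vehicle wells and 100% = reference agonist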
# ZTA DNA inh: ZTA (EBV) inhibition in EBNA-1 counter-screen; ZTA-DNA binding, fluorescence polarization; inhibition, % at 11 µM; actives 0.15% (n = 320,000); AID 2234; in the data active = inhibition above about 33%
# LAP4-GFP MLPCN: alters LAP4-GFP fluorescence in TOR pathway yeast screen; S. cerevisiae LAP4-GFP multiplex, flow cytometry GFP, 3 h; median GFP as percent of DMSO wells; GFP response vs DMSO, % at 10 µM; actives 0.34% (n = 320,000);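 active = GFP response vs DMSO above a set limit, about the screen mean plus 3 SD, cut at about 150% in these data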
# EBNA-1 inhibitor: blocks EBNA-1 binding to DNA; EBNA-1 DNA binding, fluorescence polarization; inhibition, % at 14.8 µM; actives 0.34% (n = 300,000); AID 1950; in the data active = inhibition above about 28%
# * = called active by the depositor; . = not tested or not shown.
cpd	structure	MEP2 TOR yeast	proCasp3 act	RPL19A-GFP yeast	procasp7 counter	AHR activator	ZTA DNA inh	LAP4-GFP MLPCN	EBNA-1 inhibitor
1	COc1ccc(S(=O)(=O)N2CCCOC2CNC(=O)C(=O)NCCc2ccco2)cc1 (stereo unspecified)	102.5	3.5	95.7	-0.7	19.6	-4.9	103.8	-6.2
2	COc1ccc(/C(C)=N/NC(=O)CNC(=O)Cc2ccccc2)c(OC)c1	92.9	4.3	91.1	6.5	0.3	18.5	103.3	0.9
3	COc1cc(C2C(C(=O)OCCC#N)=C(C)NC3=C2S(=O)(=O)c2ccccc23)cc(OC)c1OC (stereo unspecified)	99.7	0.7	97.3	0.4	-0.4	3.2	95.9	0.3
4	Cc1ccccc1-c1cc(C(=O)NCc2cccs2)n(CC2CC(c3cccnc3)=NO2)n1 (stereo unspecified)	87.9	-0.7	92.7	-1.9	0.5	-2.3	88.1	.
5	N#CC1=C(N)Oc2c(ccc3cccnc23)C1c1ccccc1 (stereo unspecified)	89.3	8.9	95.3	5.7	-0.7	6.2	88.9	-10.2
6	CN(C(=O)c1sc2nc(N3CCCC3)c3c(c2c1N)CC(C)(C)OC3)c1ccccc1	104.0	-11.7	101.3	-21.8	6.8	-22.2	111.3	1.1
7	O=c1nc(-c2ccccc2)n(-c2ccc(Cl)cc2)[nH]1	103.9	0.1	96.2	-2.6	2.6	22.2	92.7	-7.4
8	CCOC(=O)C1=C(C)Nc2sc(C(=O)c3ccc(OC)cc3)c(N)c2C1c1ccc(C(=O)OC)cc1 (stereo unspecified)	98.7	-24.6	101.3	-29.1	-0.2	5.5	92.1	-0.4
9	Nc1nc(Cl)nc2c1ncn2[C@H]1C[C@H](O)[C@@H](CO)O1	97.3	1.1	99.3	-0.4	-1.0	2.0	104.5	-9.6
10	COc1ccc(Cl)cc1NC(=O)CSc1nnc(Cc2cccn2C)n1-c1ccc(F)cc1	102.2	0.1	95.1	-15.4	6.2	8.3	98.5	9.0
11	O=C(Cc1cccs1)NNC(=S)NC(=O)c1ccc(F)c(F)c1	121.6	-1.6	98.0	-16.4	16.8	-13.1	109.9	0.9
12	CCCCCCOc1ccc(N2C(=O)CC(N3CCN(CCN=CC4=C(O)CC(C)(C)CC4=O)CC3)C2=O)cc1 (stereo unspecified)	94.7	-5.3	103.8	-2.4	-1.4	-12.8	92.5	3.0
13	CCc1ccccc1NC(=O)CSc1ccsc1[N+](=O)[O-]	107.6	0.0	108.7	-5.1	0.0	2.5	98.2	6.7
14	COc1ccc(CN2CCCC(C(=O)c3ccc4c(c3)OCO4)C2)c(F)c1 (stereo unspecified)	102.6	-9.4	98.2	5.7	6.0	2.8	92.6	-14.1
15	CCOCCCN(Cc1cc2cc(C)cc(C)c2[nH]c1=O)C(=O)N(CC)CC	95.7	4.3	99.7	15.3	7.2	-7.9	106.4	-1.5

# As a working copy, some entries already given.
cpd	structure	MEP2 TOR yeast	proCasp3 act	RPL19A-GFP yeast	procasp7 counter	AHR activator	ZTA DNA inh	LAP4-GFP MLPCN	EBNA-1 inhibitor
12	CCCCCCOc1ccc(N2C(=O)CC(N3CCN(CCN=CC4=C(O)CC(C)(C)CC4=O)CC3)C2=O)cc1 (stereo unspecified)	94.7	-5.3	103.8	-2.4	-1.4	-12.8	92.5	3.0
13	CCc1ccccc1NC(=O)CSc1ccsc1[N+](=O)[O-]	107.6	0.0	108.7	-5.1	0.0	2.5	98.2	6.7
14	COc1ccc(CN2CCCC(C(=O)c3ccc4c(c3)OCO4)C2)c(F)c1 (stereo unspecified)	102.6	-9.4	98.2	5.7	6.0	2.8	92.6	-14.1
15	CCOCCCN(Cc1cc2cc(C)cc(C)c2[nH]c1=O)C(=O)N(CC)CC	95.7	4.3	99.7	15.3	7.2	-7.9	106.4	-1.5

# Returning to the listing, starting 2 compounds before the break.
cpd	structure	MEP2 TOR yeast	proCasp3 act	RPL19A-GFP yeast	procasp7 counter	AHR activator	ZTA DNA inh	LAP4-GFP MLPCN	EBNA-1 inhibitor
14	COc1ccc(CN2CCCC(C(=O)c3ccc4c(c3)OCO4)C2)c(F)c1 (stereo unspecified)	102.6	-9.4	98.2	5.7	6.0	2.8	92.6	-14.1
15	CCOCCCN(Cc1cc2cc(C)cc(C)c2[nH]c1=O)C(=O)N(CC)CC	95.7	4.3	99.7	15.3	7.2	-7.9	106.4	-1.5
16	O=S(=O)(c1ccccc1)c1cnc2ccccc2c1	104.5	3.0	100.4	0.4	-0.2	-4.8	110.6	-4.5
17	COc1ccc(NC(=O)CSc2nccn2-c2ccccc2)cc1	91.9	4.6	92.6	10.9	0.8	14.7	90.0	13.0
18	Nc1c2c(nn1-c1ccccc1)CCC2	98.3	-1.6	103.1	7.3	4.0	16.9	97.1	-3.5
19	CCOC(=O)C1CCN(C(=O)c2cc(OCC)c(OCC)c(OCC)c2)CC1	96.0	7.1	93.2	-4.4	2.5	8.6	90.3	-6.3
20	Cc1ccc(CC(=O)NCCS(=O)c2ccc(Cl)cc2)cc1 (stereo unspecified)	104.4	-4.7	106.2	8.7	0.5	12.8	104.9	7.0
21	O=C(Nn1cnnc1)C(c1ccccc1)c1ccccc1	97.9	8.8	96.5	6.6	-0.1	-3.9	93.6	1.5
22	CCCN(CCC)CC(=O)N1CC(=O)Nc2ccccc21	100.0	0.0	109.2	5.9	4.0	-1.8	97.6	6.0
23	O=C(O)c1ccc(-n2cccc2/C=N\NC(=O)c2cc3cc(Br)ccc3o2)cc1	100.2	5.3	99.1	-2.5	6.7	18.2	103.3	8.9
24	Cc1cc(C)cc(OCC(=O)Nc2nc(-c3cccnc3)cs2)c1	105.1	-9.2	103.5	-6.7	66.5*	-1.2	104.2	13.3
25	CC(C)OC(=O)c1c(NC(=O)c2ccco2)sc2c1CCCC2	99.9	1.1	92.2	2.5	0.0	0.5	102.0	5.4
26	O=C(NC1CCCCC1)c1cc([N+](=O)[O-])[nH]n1	107.8	4.5	105.7	4.7	3.0	-5.2	100.1	-0.3
27	CCN(CC)Cc1c(C(=O)N/N=C/c2cccc3ccccc23)nnn1-c1nonc1N	111.5	1.4	99.0	7.1	1.7	-4.5	102.0	3.0
28	CCOC(=O)CCCNC(=O)COC(=O)c1cccc(F)c1	89.8	3.3	85.2	-1.1	2.8	7.0	89.7	-3.7
29	Cc1nnc(SCc2nnc(-c3cccs3)o2)n1Cc1ccccc1	96.7	-1.0	100.8	-6.1	1.5	1.4	101.8	1.6
30	CCOC(=O)N1CCN(C2=NC3(CCCCC3)C(C#N)C(=O)N2)CC1 (stereo unspecified)	106.5	-0.8	100.6	4.7	-1.1	-19.5	99.4	-0.9
31	O=C(NCc1ccncc1)Nc1cccc(Cl)c1	97.8	9.7	94.2	7.6	38.2	-3.4	92.5	2.7
32	Cc1ccccc1CCNC(=O)c1cc(C2CC2)nc2c1cnn2C(C)C	100.1	7.7	98.0	5.0	3.0	18.2	102.2	.
33	COc1cccc(NC(=O)CN(C)S(=O)(=O)c2ccc3c(c2)NC(=O)CS3)c1	102.3	12.8	100.0	-7.2	5.3	6.9	100.1	-3.4
34	CC(C)N(C(=O)Cn1cc(S(=O)(=O)CC(=O)N2CCOCC2)c2ccccc21)C(C)C	117.8	-1.3	98.8	-6.1	2.0	-2.5	84.7	-10.4
35	CC(=O)Oc1cccc(NC(=O)c2cccc(C(=O)Nc3cccc(OC(C)=O)c3)c2)c1	108.0	7.2	109.2	6.6	3.8	-11.6	94.7	1.2
36	COc1ccccc1NC(=S)NNC(=O)c1ccc(Cl)cc1Cl	93.7	-0.6	95.0	-11.0	2.4	2.0	98.8	2.2
37	O=S(=O)(c1cc(F)ccc1F)N1CCN(c2ncnc3ccccc23)CC1	96.7	2.1	95.2	-7.3	9.6	.	96.7	.
38	CCN(c1ccccc1)S(=O)(=O)c1ccc(Cl)c(NC(=O)CSc2nnc(C)s2)c1	91.5	3.7	95.0	-8.5	-0.2	-3.3	104.0	-2.1
39	CC(C)CNS(=O)(=O)c1ccc(OCC(=O)Nc2ccc(F)cc2F)cc1	102.5	0.8	100.6	-10.0	3.9	-2.1	91.0	-15.9
40	CC(C)CC(=O)Nc1c2c(nn1-c1ccc([N+](=O)[O-])cc1)CS(=O)(=O)C2	100.2	-4.5	102.3	10.0	2.3	-6.9	95.0	13.5
41	COCCNC(=O)C(c1ccncc1)N(C(=O)c1sc(C)nc1C)c1cccc(C)c1 (stereo unspecified)	92.2	1.0	97.8	-0.6	5.4	-5.3	112.3	-2.1
42	CC1(C)C(=O)Nc2ccccc2N1C(=O)Cn1ncc(Cl)c(Cl)c1=O	89.5	-0.4	97.4	-1.6	-1.6	4.3	102.6	-1.9
43	CC(C)NC(=O)CCCn1cc([N+](=O)[O-])cn1	109.3	-2.1	103.4	3.1	10.1	4.1	104.0	11.4
44	CCCCC1=NN2C(=N)CC(=O)N=C2S1	99.2	6.9	97.8	12.9	4.9	5.1	93.4	2.9
45	CCCCCCn1c(CN2CCCCC2)nc2c1c(=O)n(C)c(=O)n2C	106.1	7.7	101.7	-8.1	-1.2	-17.0	100.9	7.4
46	c1ccc(-c2nc3cccnc3nc2-c2ccccc2)cc1	101.6	-2.9	98.8	1.8	-0.2	2.1	99.3	-3.4
47	CN(C)S(=O)(=O)c1ccc(N2CCCC2)c(C(=O)Nc2nccs2)c1	101.3	8.4	98.9	-4.5	10.7	.	95.1	.
48	O=C(COC(=O)Cc1ccsc1)NC(c1ccccc1)c1ccccc1	100.8	3.1	105.4	2.5	-1.5	-9.6	84.9	8.9
49	CCN(CC)c1ccc(N2C(=O)/C(=C\c3cccs3)SC2=S)cc1	101.9	-6.5	100.5	-1.0	-1.3	-2.0	95.5	-11.7
50	O=C(CCCc1ccccc1)NCCN1CCOCC1	109.4	4.5	92.6	13.6	-0.7	-3.7	95.2	-2.1
51	Cc1ccc(S(=O)(=O)N2CCCCC2)c2nsnc12	103.2	2.5	101.8	-1.6	2.3	-1.8	94.0	-4.5
52	CCOC(=O)c1ccc(Nc2nc(C)nc3c2nnn3Cc2ccccc2)cc1	104.7	0.1	99.8	12.0	2.0	5.1	80.3	6.4
53	COc1ccc(OC)c(S(=O)(=O)Nc2c(C)cccc2C)c1	99.5	-1.8	100.4	-1.8	2.1	8.4	105.7	3.8
54	Cc1noc(C)c1N=Nc1ccccc1C(=O)O	92.5	-2.9	98.9	14.4	3.8	-0.3	115.2	-11.3
55	COc1ccccc1N1CCN(C(=O)c2cn(-c3ccccc3)nc2-c2cccnc2)CC1	97.3	-3.0	94.8	6.3	7.6	-1.6	98.3	-1.0
56	CCOc1ccc2[nH]c(=O)c(CN(CCCO)S(=O)(=O)c3ccc(F)cc3)cc2c1	100.8	-2.6	95.5	-2.8	9.5	0.2	109.7	3.7
57	CCOC(=O)CSc1nc(C)c2cc(C)c(C)cc2n1	100.7	-6.6	94.1	7.1	-1.8	5.4	125.4	-6.0
58	CSc1cccc(NC(=S)N(Cc2ccc(C)cc2)Cc2ccccn2)c1	92.0	-10.6	95.7	-17.9	4.3	-7.4	96.4	13.4
59	COc1cc(OC)cc(C(C)=O)c1	99.9	5.7	94.1	-5.3	10.4	7.8	97.7	-7.4
60	CCOc1ccc(N2CC(C(=O)Nc3ccc4c(c3)OCO4)CC2=O)cc1 (stereo unspecified)	96.7	6.3	96.3	15.8	1.0	-1.1	94.8	-1.5
61	CCC(=O)Nc1nc2ccc3sc(C)nc3c2s1	98.4	5.9	92.5	2.0	68.7*	34.7*	121.4	10.8
62	Cc1cc(Cl)ccc1OCC(=O)NNC(=O)C1CCCO1 (stereo unspecified)	101.0	-3.1	106.1	1.4	2.6	7.8	94.9	-3.4
